Source: PubChem (several laboratories)
GC-B act = GC-B (human) receptor activation; P20594; hit rate 0.11% among 370,000; HEK293-GC-B cells, CNP EC30, cGMP TR-FRET; 0% at EC30 CNP, 100% saturating CNP; AID 1920062; activation, % at 10 µM;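 active = activation at 10 µM reaching about 35% in either raw or pattern-adjusted values, limit read from the data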
FXN GAA850 act = activators of GAA850 frataxin (FXN) promoter; HEK293 lucGAA850 FXN promoter luciferase reporter, 24 h; percent of 10 µM SAHA response; activation, % at 6 µM; hit rate 0.56% among 360,000;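 active = activation above the average of all compounds screened plus 3 SD, cutoff fixed separately per campaign, cut at about 7.5% in these data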;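 note: 0% = DMSO wells and 100% = 10 µM SAHA wells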
hgDAF12 agonist = activates the H. glycines DAF-12 receptor ligand-binding domain | HEK293 GAL4-hgDAF12 UAS-luciferase reporter, agonist luminescence; normalized to butyrate control | activation, % at 6.8 µM | AID 687014 | hit rate 1.8% among 370,000;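 active = activation above a cutoff set at the mean of all screened compounds plus 3 SD, cut at about 10% in these data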;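 note: 0% = DMSO wells and 100% = sodium butyrate wells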
ssDAF12 agonist = activators of S. stercoralis DAF-12 nuclear receptor; HEK293 ssDAF-12/GRIP1 lit1-tk-luc reporter, luminescence; % of 3 µM dafachronic acid response; activation, % at 6.8 µM; hit rate 1% among 370,000;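 active = activation above the mean over all tested compounds plus 3 SD, cut at about 0.9% in these data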;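 note: 0% = DMSO-only wells and 100% = 3 µM delta7-dafachronic acid wells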
DAX1 inh-1 = inhibitors of human orphan nuclear receptor DAX1 (NR0B1); P51843; HEK293 Gal4-DAX1 luciferase reporter, luminescence; inhibition, % at 6.75 µM; hit rate 0.99% among 340,000; AID 504766;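 active = inhibition above the mean over all tested compounds plus 3 SD, cut at about 4.2% in these data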;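 note: 0% = DAX1-transfected cells with DMSO and 100% = empty-vector control cells with DMSO; inhibition shows as a rise in luminescence from relieved DAX1 repression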
Target sequence (P51843 207-470 limits assumed): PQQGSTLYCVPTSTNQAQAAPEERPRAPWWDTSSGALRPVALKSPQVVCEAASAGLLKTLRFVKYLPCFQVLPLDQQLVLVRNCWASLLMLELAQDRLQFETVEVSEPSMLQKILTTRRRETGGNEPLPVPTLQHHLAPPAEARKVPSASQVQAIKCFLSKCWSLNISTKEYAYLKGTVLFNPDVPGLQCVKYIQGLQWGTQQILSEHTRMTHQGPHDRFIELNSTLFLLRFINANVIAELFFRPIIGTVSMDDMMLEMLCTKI
KLK7 zymogen act = activates the human kallikrein-7 zymogen; purified proKLK7, EDANS-DABCYL substrate fluorescence; 100% is mature enzyme control, 0% vehicle; activation, % at 7 µM; hit rate 0.9% among 370,000; AID 652039;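 active = activation above the mean of all tested compounds plus 3 SD, computed per campaign excluding outliers beyond control limits, cut at about 13% in these data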
Target sequence (P49862 whole entry, looked up): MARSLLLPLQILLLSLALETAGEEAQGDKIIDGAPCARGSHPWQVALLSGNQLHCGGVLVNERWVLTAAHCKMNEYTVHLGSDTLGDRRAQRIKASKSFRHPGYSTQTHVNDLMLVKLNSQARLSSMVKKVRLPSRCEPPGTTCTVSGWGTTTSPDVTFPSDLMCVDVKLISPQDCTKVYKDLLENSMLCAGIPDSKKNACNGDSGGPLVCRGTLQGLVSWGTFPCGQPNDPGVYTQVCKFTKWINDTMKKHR
HGIII-sPLA2 inh = Inhibits HGIII-sPLA2 liposome hydrolysis, primary screen; Q9NZ20; QFRET BODIPY PC-A2 liposome hydrolysis, fluorescence; inhibition, % at 12.2 µM; hit rate 0.56% among 370,000;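 active = inhibition above mean plus 3 SD of compounds lying within the high and low control bounds, cut at about 19% in these data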;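 note: 0% = median of test compound wells and 100% = no enzyme DMSO wells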
Target sequence (Q9NZ20 whole entry, looked up): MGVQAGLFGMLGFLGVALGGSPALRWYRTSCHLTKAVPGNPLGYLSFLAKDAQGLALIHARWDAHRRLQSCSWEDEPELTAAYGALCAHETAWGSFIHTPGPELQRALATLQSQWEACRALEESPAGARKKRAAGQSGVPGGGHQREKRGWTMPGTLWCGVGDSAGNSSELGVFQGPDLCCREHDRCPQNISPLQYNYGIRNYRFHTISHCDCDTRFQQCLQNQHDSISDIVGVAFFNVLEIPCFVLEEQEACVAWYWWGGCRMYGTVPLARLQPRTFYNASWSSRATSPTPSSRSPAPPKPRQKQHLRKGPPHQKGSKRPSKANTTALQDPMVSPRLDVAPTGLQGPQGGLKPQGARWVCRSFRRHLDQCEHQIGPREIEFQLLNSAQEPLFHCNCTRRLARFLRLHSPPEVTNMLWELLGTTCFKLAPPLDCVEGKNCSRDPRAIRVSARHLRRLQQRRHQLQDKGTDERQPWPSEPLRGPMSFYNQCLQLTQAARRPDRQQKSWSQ
NPR1 activator = GC-A (human) enzyme activation. activation, % at 10 µM. HEK293 GC-A cells, cGMP TR-FRET, EC30 ANP; 0% at EC30 ANP, 100% saturating ANP. AID 1671463. hit rate 0.14% among 370,000; in the data active = activation above about 40%
DAX1 inh-2 = DAX1 (NR0B1) inhibition, primary screen; HEK293T StAR-luciferase reporter, SF-1/DAX-1 repression relief; inhibition, % at 6.8 µM; hit rate 1.1% among 370,000; AID 652010;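 active = inhibition above the mean over all tested compounds plus 3 SD, cut at about 3.6% in these data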;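 note: 0% = DAX-1 cells with DMSO and 100% = cells lacking DAX-1 with DMSO; higher inhibition means more luminescence from relief of DAX-1 repression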
hcDAF-12 act = activates DAF-12 receptor from parasite H. contortus; HEK293 hcDAF-12 lit1-tk-luc reporter, luminescence; 0% DMSO, 100% Δ7-dafachronic acid; activation, % at 6.8 µM; hit rate 1.4% among 370,000;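 active = activation above the mean of all tested compounds plus 3 SD, cut at about 5.5% in these data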;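 note: 100% = response to 3 µM Δ7-dafachronic acid high control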
SMARCA2 activ = activators of SMARCA2 function | MG213 cells, MMTV-luciferase reporter, dexamethasone, overnight | activation, % at 9.1 µM | hit rate 1% among 370,000; in the data active = activation above about 7.8%;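 note: 0% = vehicle wells and 100% = reference activator wells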
Numbers without * were called inactive; x = no result given.

The line under a structure holds: GC-B act, FXN GAA850 act, hgDAF12 agonist, ssDAF12 agonist, DAX1 inh-1, KLK7 zymogen act, HGIII-sPLA2 inh, NPR1 activator, DAX1 inh-2, hcDAF-12 act, SMARCA2 activ
CC1CCN(C(=O)CN2C(=O)C(C)(C)Oc3ccc(C(=O)NC4CCCC4)cc32)CC1
    7, -0.2, -1.9, -1.6, -0.4, -0.4, 5, -3, -1.0, -0.4, -5
Cc1cccc(C(=O)N(CCc2ccccc2)Cc2ccccc2)c1[N+](=O)[O-]
    -6, -1.4, -1.5, -1.0, -1.0, -0.2, -5, -8, -4.7, -0.8, -2
COc1ccc(Cc2nc3ccc(C(=O)NCCc4ccccn4)cc3o2)cc1OC
    1, -1.2, 0.3, -0.5, -0.2, -1.4, -3, 2, 0.5, -2.9, -2
COc1ccc(OC(C)C(=O)Nc2cccnc2)cc1 (stereo not given)
    5, -0.8, 2.9, -0.8, -0.8, -0.2, -8, 3, -0.4, 0.2, -1
CC1CN(C(=O)CCC(=O)NCc2ccccc2)c2ccccc2S1 (stereo not given)
    -4, -1.5, 1.3, -1.2, 2.0, -0.1, 0, 1, 1.3, -0.4, 1
CC(C)=CC(=O)O[C@@H]1Cc2c(ccc3ccc(=O)oc23)OC1(C)C
    -6, -1.5, 1.9, -1.4, 0.6, -0.3, -9, -1, 0.1, -0.4, 0
O=C(NCc1ccc(C(F)(F)F)cc1)c1ccc(-c2ccc(F)c(F)c2)c2ccoc12
    7, 1.5, 2.3, -1.7, x, -0.8, 4, 1, -1.3, -1.8, -7
CC(C(=O)NCc1cccnc1)N1C(=O)c2ccccc2C1=O (stereo not given)
    5, 0.2, 2.8, -1.2, -0.7, -0.5, -4, -1, -0.6, 0.5, 0
COC(=O)C1=C(C)NC2=C(C(=O)CC(C)(C)C2)C1c1cccc(C)n1 (stereo not given)
    1, -1.7, -0.4, -0.8, -0.8, 8.2, 12, -4, 0.0, 0.3, -2
Cc1ccc(CCNc2ccc3ccccc3c2)cn1
    -1, 0.0, -0.7, -1.3, 0.3, 0.2, 4, 6, -0.4, -1.6, 3
CCn1cc(CNC(=O)c2cc(Cl)ccc2OC)c(C)n1
    -1, 3.6, 0.7, -1.4, -0.5, 0.1, 9, 1, 0.3, -0.3, -2
CC(C)CN(C(=O)c1ccc(S(=O)(=O)N2CCCCC2)cc1)C1CCS(=O)(=O)C1 (stereo not given)
    7, 2.2, 0.8, -1.1, -0.5, 0.1, 0, 3, -0.2, -1.2, 1
COCC(=O)N1CCC(Oc2ccc(C(=O)N(C)C3CCCCC3)cc2)CC1
    0, 0.8, 1.1, -0.7, 0.6, -0.3, -5, 3, -0.2, 2.3, -3
COc1cccc2c1OCC(CN1CCN(Cc3ccccc3)C(CCO)C1)=C2 (stereo not given)
    -4, -1.2, -1.3, -1.6, -0.1, 0.7, -2, 3, -0.9, -1.7, -3
CSc1ccccc1NC(=O)Nc1ccc(F)c(Cl)c1
    -5, 3.0, 5.3, -1.7, 0.3, -0.3, -22, 1, -0.9, 0.3, 3

Going on with the list:
The line under a structure holds: GC-B act, FXN GAA850 act, hgDAF12 agonist, ssDAF12 agonist, DAX1 inh-1, KLK7 zymogen act, HGIII-sPLA2 inh, NPR1 activator, DAX1 inh-2, hcDAF-12 act, SMARCA2 activ
COC(=O)c1cccc(NC(=O)CCCOc2cccc(C)c2)c1
    1, 0.8, 1.2, -0.1, 0.4, 0.6, -9, 1, 0.2, 3.6, -2
C=CCn1c(SCC(=O)Nc2cccc(C(=O)OC)c2)nnc1C(C)NC(=O)c1cccs1 (stereo not given)
    -4, 1.7, -2.1, -1.7, -0.5, -0.1, -11, -3, -0.2, -1.1, 0
Cc1ccc(C(=O)Nc2cc([N+](=O)[O-])ccc2C)cc1
    4, 4.5, 5.8, -0.4, -1.1, 0.4, -1, 3, -0.7, 2.7, 1
CCc1ccc(N2CC(C(=O)Nc3cccc(S(=O)(=O)N4CCCC4)c3)CC2=O)cc1 (stereo not given)
    -3, 0.4, -3.9, -1.0, -1.5, 0.2, -42, 4, -2.0, -1.6, -2
CN1NC(=O)CC1c1ccccc1 (stereo not given)
    0, 0.0, -0.6, -0.8, -1.0, 0.3, -9, -1, -0.6, -2.1, -3
CCC1C(=O)N(C)CCc2ccccc21 (stereo not given)
    3, 5.4, -2.7, -1.4, 1.6, -0.1, 2, 5, 0.5, -1.1, -5
C=CCN1C=C2C(=O)C(C)(OC(=O)c3ccc(OC)cc3)C(=O)C(c3ccco3)=C2C=C1CCCC (stereo not given)
    3, 1.1, -1.5, -1.0, -0.6, 0.6, -13, 4, -0.3, -1.8, 0
Cc1nnc(NC(=O)CSc2ncc(-c3ccccc3)[nH]2)s1
    -6, 1.1, 1.7, -0.8, 0.5, 1.0, -4, 0, 0.6, 1.6, 0
CCCc1nc2oc(C(=O)OCC)c(N)c2c2c1COC(C)(C)C2
    -7, 2.2, -1.4, -1.8, -0.1, -1.9, 0, -1, 0.0, -1.3, 2
CN(C)CCCN(C(=O)c1cc(-c2cccs2)nc2ccccc12)c1nc2c(F)cccc2s1
    -11, 0.6, 0.3, -0.6, 1.2, -2.4, -7, -5, 4.1*, -1.1, -2
Cc1ccc(S(=O)(=O)N2CCC(C(=O)N3Cc4ccccc4C3)CC2)cc1
    -7, -3.4, 3.6, -1.3, 0.0, 0.2, 5, -6, 1.3, -0.3, -5
COc1cccc(NC(=O)CN(C)C(=O)c2csc3c2CCCC3)c1
    1, 2.5, 2.6, -0.9, -0.3, 0.4, -8, -4, -1.0, 0.7, 1
CCc1ccc(C(=O)COC(=O)c2n[nH]c3ccccc23)cc1
    -3, -5.1, -4.0, -1.7, -0.3, 0.0, -40, 0, -1.6, -3.2, -3
COC(=O)[C@]12C[C@H](CC(=O)N3CCC(c4ccccc4)CC3)C(=O)N(Cc3ccc(Cl)cc3Cl)C1=C[C@H](C1CCCC1)O[C@@H]2C
    4, x, -1.5, -0.6, x, -0.2, 3, -2, -0.8, -0.7, -2
O=C(CSc1nnc(-c2ccc(O)cc2)o1)Nc1ccccc1Br
    -3, 4.6, 7.9, -0.5, 1.7, 0.4, 0, -4, 2.9, 4.2, 5

Additional compounds:
The line under a structure holds: GC-B act, FXN GAA850 act, hgDAF12 agonist, ssDAF12 agonist, DAX1 inh-1, KLK7 zymogen act, HGIII-sPLA2 inh, NPR1 activator, DAX1 inh-2, hcDAF-12 act, SMARCA2 activ
CCN(C(=O)COc1ncnc2scc(-c3ccc(F)cc3)c12)C1CCS(=O)(=O)C1 (stereo not given)
    1, -1.8, 3.0, -1.1, 2.4, 0.3, -3, 0, -0.2, -0.2, -2
COc1ccc(C(C)=O)cc1Cn1c(C)c(C(=O)NCc2cccc(C)c2)sc1=O
    -3, -2.9, -1.9, -1.6, x, 0.6, -4, -1, -0.5, -2.9, -1
O=C(Nc1ccccc1C(=O)N1CCCCC1)c1ccccc1C(F)(F)F
    1, 0.6, 2.5, -1.1, 0.6, -1.0, 5, -1, -0.3, -1.2, 0
CC(Cc1cccs1)NC(=O)NC1CCCCC1 (stereo not given)
    0, -1.0, 5.3, 0.1, 1.4, 0.5, 6, 1, 1.7, 2.0, 3
CC(C)(Cc1nc2ccccc2[nH]1)C(=O)O
    1, 0.7, -0.8, -1.1, 1.4, -0.2, 0, -5, -0.5, -1.8, -1
O=C(NCC(=O)N1CCN(c2ccccc2F)CC1)c1cccs1
    10, 3.8, 3.2, -3.3, -0.4, 0.5, 6, 5, 1.1, 0.7, 5
Nc1ccn([C@@H]2O[C@H](CNS(=O)(=O)c3cc4ccccc4s3)[C@@H](O)[C@H]2O)c(=O)n1
    3, -1.2, 0.3, -0.5, 3.3, 0.1, 5, 3, 2.0, -0.6, -1
CN(C(=O)c1cccc(NC(=O)Cc2cccc(NC(=O)C3CCCN(C(=O)c4ccccc4)C3)c2)c1)C1CC1 (stereo not given)
    8, -1.3, 0.9, -1.4, 0.7, 0.3, -4, 1, 0.4, -1.0, -6
CCN(C(=O)Cn1cc(C(=O)C(=O)N2CCOCC2)c2ccccc21)c1ccccc1
    -2, 0.1, -1.3, -0.7, 0.0, -0.3, -4, -2, -1.3, 0.7, -1
CC(/C=C/c1ccccc1)=N/NC(=O)C(O)c1ccccc1 (stereo not given)
    -3, 4.6, 0.7, -0.5, -0.3, -0.3, -6, -7, -0.2, 1.1, 2
O=C(CC[C@H]1O[C@@H](n2ccc(=O)[nH]c2=O)[C@H](O)[C@@H]1O)NCC(c1ccccc1)c1ccccc1
    -4, x, -1.4, -1.0, x, -0.2, 1, 5, -1.1, -0.3, -1
CC(=O)c1ccc(N2CCN(CC(=O)NC(=O)NCc3ccccc3)CC2)cc1
    0, 0.0, 0.8, -0.6, 0.5, 0.6, -2, -4, -1.5, -0.1, -1
CC(=O)c1cccc(OCC(O)CN2CCN(S(=O)(=O)c3c(F)cccc3F)CC2)c1 (stereo not given)
    1, 1.9, -2.2, -1.5, -0.5, 0.2, -3, 4, -0.1, -1.1, -1
CCc1ncc(C(=O)c2ccc(OC)cc2)n1C
    1, 3.0, 0.3, -1.5, -0.7, -0.8, 14, 1, 0.4, -1.4, 6
CN1C(=O)CSC1=Nc1cccc(Cl)c1
    0, 2.1, 0.2, -0.2, -0.1, 0.2, -1, 3, -0.3, -0.5, -1

Following part.
The line under a structure holds: GC-B act, FXN GAA850 act, hgDAF12 agonist, ssDAF12 agonist, DAX1 inh-1, KLK7 zymogen act, HGIII-sPLA2 inh, NPR1 activator, DAX1 inh-2, hcDAF-12 act, SMARCA2 activ
O=C(Nc1ccc2c(c1)CN(Cc1ccco1)CC2)C1CCCO1 (stereo not given)
    2, 1.5, 0.8, -0.8, 0.6, 0.2, -2, 3, 0.5, 1.1, 0
Cc1cc(C(=O)COc2ccc3ccc(=O)oc3c2)c(C)n1C
    2, 1.7, -2.8, -1.1, -0.6, 138*, 4, -2, -0.6, -2.1, 1
CC(Sc1ncc(C(F)(F)F)cc1Cl)C(=O)NCC1CCCO1 (stereo not given)
    0, 2.6, -0.9, -1.2, -0.6, 0.2, -4, -2, -0.7, -0.4, 2
CC(NC(=O)CC1Sc2ccccc2NC1=O)c1ccccc1 (stereo not given)
    1, 1.8, -2.4, -0.6, 1.6, 0.6, 5, -1, -0.6, -0.6, 0
COC(=O)c1nnn(-c2ccc(F)c(Cl)c2)c1C(=O)OC
    -1, -0.6, -5.9, -0.5, 2.0, 0.3, 2, 3, -0.4, 0.0, 1
